Assay outcomes (PubChem)
KCNQ2 inh: KCNQ2 potassium channel inhibitors, primary screen, cell-based, CHO-K1, FluxOR thallium flux, B-score (AID 2156). O88943. 20 min; hits give low values. B-score at 10 µM. 310,000 tested, 1.1% active;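 active = fluorescence ratio B-score at most minus 3 library SDs, with starting brightness B-score within 2 library SDs, cut at about -5.5 in these data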
Kir21 inh: Kir2.1 (mouse) channel inhibition. HEK293-Kir2.1, FluxOR thallium flux fluorescence; hits give low values. 310,000 tested, 0.85% active. AID 1672. B-score at 10 µM;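 active = fluorescence ratio B-score at or below minus 3 SD of library scores, with starting-brightness B-score within 2 SD, cut at about -4.2 in these data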;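 also: channel flux triggered by added potassium and thallium sulfate stimulus; B-score of peak minus minimum fluorescence over baseline after thallium stimulus; more negative B-score means stronger Kir2.1 block with less thallium influx; some compounds called inactive have numbers as strong as hits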
Target sequence (P35561 whole entry, looked up): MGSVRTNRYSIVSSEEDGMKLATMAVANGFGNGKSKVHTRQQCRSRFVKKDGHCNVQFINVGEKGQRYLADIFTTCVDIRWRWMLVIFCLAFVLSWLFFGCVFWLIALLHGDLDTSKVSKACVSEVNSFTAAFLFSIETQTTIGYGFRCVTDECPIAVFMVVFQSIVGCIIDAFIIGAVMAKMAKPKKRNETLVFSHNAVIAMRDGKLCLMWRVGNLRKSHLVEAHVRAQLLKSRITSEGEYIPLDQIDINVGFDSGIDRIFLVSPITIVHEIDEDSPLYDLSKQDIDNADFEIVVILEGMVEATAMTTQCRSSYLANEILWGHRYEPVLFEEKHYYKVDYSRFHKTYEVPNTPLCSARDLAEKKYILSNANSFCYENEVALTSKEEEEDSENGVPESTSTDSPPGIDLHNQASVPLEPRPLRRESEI
Numbers without * were called inactive; i = inactive.

Start of the data: the first six compounds (preview)
molecule	KCNQ2 inh	Kir21 inh
CC1CC(C)CN(S(=O)(=O)CC23CCC(CC2=O)C3(C)C)C1 (stereo not drawn)	i	0.98
O=C(O)CC(Cc1ccc(Br)cc1)C(=O)Nc1ccccc1 (stereo not drawn)	i	1.1
COc1cccc(N2CCN(CC(=O)NCc3ccccc3)CC2)c1	i	-1.4
COC(=O)CNC(=O)C(NC(=O)c1ccc(Cl)cc1)C(C)C (stereo not drawn)	i	-0.22
Oc1ccc(CN2CCc3ccccc3C2)c2cccnc12	i	-10*
COc1ccc(CN(C)Cc2ccccc2)c(OC)c1OC	i	0.27

All compounds of this part, from the first entry:
molecule	KCNQ2 inh	Kir21 inh
CC1CC(C)CN(S(=O)(=O)CC23CCC(CC2=O)C3(C)C)C1 (stereo not drawn)	i	0.98
O=C(O)CC(Cc1ccc(Br)cc1)C(=O)Nc1ccccc1 (stereo not drawn)	i	1.1
COc1cccc(N2CCN(CC(=O)NCc3ccccc3)CC2)c1	i	-1.4
COC(=O)CNC(=O)C(NC(=O)c1ccc(Cl)cc1)C(C)C (stereo not drawn)	i	-0.22
Oc1ccc(CN2CCc3ccccc3C2)c2cccnc12	i	-10*
COc1ccc(CN(C)Cc2ccccc2)c(OC)c1OC	i	0.27
Cc1ccc2nc3c(cc(C(=O)NCC4CCCO4)c(=N)n3CC3CCCO3)c(=O)n2c1 (stereo not drawn)	i	1
Cn1c(SCC(=O)N2CCCC2)nc2ccccc21	i	-0.02
CSc1c(-c2ccccc2)nc2ccccc2c1C(=O)O	i	0.2
CN1CCN(c2ccc([N+](=O)[O-])c(Sc3nc4ccccc4[nH]3)c2)CC1	i	-0.7
CN(CCc1ccccn1)C(=O)CCC1CCCN(C(=O)CCOc2ccccc2)C1 (stereo not drawn)	i	-0.41
CCOC(=O)n1c(=O)n(C)c2ccc(Cl)cc21	i	0.11
CCOC(=O)Cc1csc(NC(=O)COc2c(C)cccc2C)n1	i	0.61
CC(C)C(=O)Nc1ccc2c(c1)nc(CCN1CCCCC1)n2C	i	1.6
N#Cc1c(-c2ccco2)cc(-c2cccnc2)nc1N	i	-0.09
CCNC(=S)N(Cc1cc2cccc(C)c2[nH]c1=O)C1CCCC1	i	-1
Oc1cccc2ccc(/C=C/c3ccccc3Br)nc12	i	-0.53
Cc1ccc(O)c(C2=NNC(c3ccc(Cl)cc3)C2)c1 (stereo not drawn)	i	0.01
CN(C)C(CNC(=O)C1CCN(S(=O)(=O)c2ccccc2)CC1)c1ccccc1 (stereo not drawn)	i	0.84
Nc1ncnc2nc(SCCOc3ccc(Cl)cc3)[nH]c12	i	1.1
COc1ccc(-n2nc(C(=O)NCC(=O)NC(C)C)c3ccccc3c2=O)c(OC)c1	i	1.3
CCOC(=O)CSc1nc(-c2ccccc2)nc2ccc(F)cc12	i	0.8
CN(C(=O)COC(=O)COc1ccc2c(c1)CCC2)c1c(N)n(Cc2ccccc2)c(=O)[nH]c1=O	i	0.96
Cc1ccccc1NC(=O)c1cc(C(=O)c2cc(Cl)ccc2O)cn(-c2ccccc2C)c1=O	-5.6*	0.44

Structural class, those above with an aryl methoxy group
molecule	KCNQ2 inh	Kir21 inh
COc1cccc(N2CCN(CC(=O)NCc3ccccc3)CC2)c1	i	-1.4
COc1ccc(CN(C)Cc2ccccc2)c(OC)c1OC	i	0.27
COc1ccc(-n2nc(C(=O)NCC(=O)NC(C)C)c3ccccc3c2=O)c(OC)c1	i	1.3

Other entries:
molecule	KCNQ2 inh	Kir21 inh
CC(NC(=O)Cn1cc(Br)c([N+](=O)[O-])n1)c1ccccc1 (stereo not drawn)	i	-0.08
Oc1ccc(Cc2ncc(C(F)(F)F)cc2Cl)cc1	i	0.18
COc1cc(C2=NOC(C(=O)N3CCOCC3)C2)cc(OC)c1OC (stereo not drawn)	i	-0.02
CC(C)OCCCNC(=O)c1cc(-c2cccnc2)nc2ccccc12	i	0.76
COc1cccc(/C=N/Nc2ccc([N+](=O)[O-])cn2)c1O	i	0.21
CC(C(=O)OCC(=O)c1cccc([N+](=O)[O-])c1)N1C(=O)C2C3CCC(C3)C2C1=O (stereo not drawn)	i	0.06
Cc1ccc(-c2nnc(Nc3ccc(CC(N)=O)cc3)c3ccccc23)cc1S(N)(=O)=O	i	0.01
CCCCc1ccc(NC(=O)N2CCNC(=O)C2CC(=O)Nc2ccsc2C(=O)OC)cc1 (stereo not drawn)	i	0.2
CCN1C(=O)[C@H]2[C@@H](c3ccc(-c4ccc(OC)cc4)cc3)N3CCC[C@@]3(C(=O)OC)[C@H]2C1=O	i	1.5
COc1cccc(-c2nnc(SCC(=O)N3CCOCC3)o2)c1	i	-0.28
Cn1c(=O)[nH]c(=O)c2c1nc(N/N=C/c1ccncc1)n2Cc1ccc(Cl)cc1	i	-0.21
NC(=O)C1CCN(C(=O)/C=C/c2cc(Br)ccc2F)CC1	i	1.3
CC(=O)N1N=C(c2ccc(C)c([N+](=O)[O-])c2)OC1(C)C	i	0.59
CC(=O)N(CCC(Cc1ccccc1)c1ccco1)Cc1ccco1 (stereo not drawn)	-6*	-12*
O=C(c1cccc(C(F)(F)F)c1)N1CCC(O)(CS(=O)(=O)Cc2ccc(Cl)cc2)CC1	i	0.8
O=C(CCC(=O)Nc1cc(C(F)(F)F)ccc1Cl)N/N=C\c1cc([N+](=O)[O-])ccc1O	i	0.16
CN(Cc1cccs1)C(=O)CSc1nc(N)cc(N)n1	i	-0.6
COc1cccc(C(=O)Nc2ccc(-n3nncc3C(C)(C)C)cc2)c1	i	-0.02
COc1ccc(C(=O)NCc2nnc(SCC(=O)NCc3ccc(F)cc3)o2)cc1	i	0.26
O=C(O)CN(c1ccccn1)S(=O)(=O)c1ccccc1	i	0.01
COc1cc2[nH]c(=S)n(Cc3ccco3)c(=O)c2cc1OC	i	-0.72
CC1=C(C#N)c2nc(N)c(C#N)c(C)c2/C1=C\c1ccc(C)cc1	i	-0.34
N#Cc1c(NC(=O)CCCN2C(=O)c3ccccc3C2=O)oc(-c2ccccc2)c1-c1ccccc1	i	0.27
Cc1ccc(OCCC(=O)OCc2csc(CC(=O)Nc3ccccc3C)n2)cc1	i	1.6

Next section:
| SMILES | KCNQ2 inh | Kir21 inh |
| --- | --- | --- |
| CCN(CC)S(=O)(=O)c1ccc(C)c(NC(=O)CSc2nc3ccccc3[nH]2)c1 | i | -1.6 |
| O=C(CCCN1C(=O)c2ccccc2C1=O)NCCCn1ccnc1 | i | -0.29 |
| CCOC(=O)C1=C(C)N(CCCC(=O)O)C(=O)NC1c1ccc(C(F)(F)F)cc1 (stereo not drawn) | i | 1.1 |
| CC(=O)c1sc(Nc2nc3cc4c(cc3s2)OCO4)nc1C | i | 2.4 |
| Cc1csc(NC(=O)CSc2nnc(Cc3cccn3C)n2-c2ccc(F)cc2)n1 | i | 0.01 |
| Cc1cc(C)c2[nH]c(O)c(N=Nc3ccc(C(=O)O)cc3)c2c1 | i | 0.39 |
| Oc1cc(NCc2cccnc2)ccc1-c1nc2ccccc2o1 | i | -0.48 |
| COc1ccc(OC)c(-c2nnc(SCC(=O)NC3CCCCC3)o2)c1 | i | -1.4 |
| CCCC(=O)Nc1cccc2c1CCCC2 | i | -2.2 |
| O=C(CN1CCN(c2ccc([N+](=O)[O-])cc2Cl)CC1)N1CCOCC1 | i | -1.8 |
| CCc1nc(SCC(=O)Nc2nnc(CC)s2)c2c(=O)n(C)c(=O)n(C)c2n1 | i | -0.18 |
| CCCCC(C(=O)NC1CCCC1)N(Cc1ccco1)C(=O)Cn1nnc(-c2ccc(F)cc2)n1 (stereo not drawn) | -7.2* | 0.19 |
| O=C(CCCCCn1c(=O)[nH]c2ccsc2c1=O)NCc1ccc2c(c1)OCO2 | i | 1.4 |
| CCc1cccc(C)c1NC(=O)CCOc1ccccc1 | i | -0.89 |
| COc1cc(S(=O)(=O)N2CCN=C2c2ccccc2)ccc1F | i | -3.5 |
| CC(C)CN(C(=O)COC(=O)CCc1c[nH]c2ccccc12)c1c(N)n(Cc2ccccc2)c(=O)[nH]c1=O | i | 0.22 |
| CN(Cc1nc2ccccc2n1C)c1ccccc1 | i | 0.02 |
| COc1ccc(/C=N/NC(=O)CN(C2=NS(=O)(=O)c3ccccc32)c2ccccc2)cc1 | i | -0.13 |
| CCOc1ccc2nc(/N=C/c3nc(-c4ccccc4)oc3O)sc2c1 | i | -0.86 |
| Cc1nc2c(sc3nc(N4CCOCC4)c4c(c32)CC(C)(C)OC4)c(-c2ccccc2)c1C(=O)O | i | 0.25 |
| FC(F)(F)c1ccc2c(c1)[nH]c(=S)n2C1CC1 | i | -0.87 |
| Cc1ccsc1C(C(=O)NC1CCCCC1)N(C(=O)Cc1cccs1)C1CC1 (stereo not drawn) | i | -0.67 |
| COc1ccc(-c2cc(C(=O)NCCN3CCOCC3)c3ccccc3n2)cc1OC | i | -0.91 |
| Cn1cnnc1SCc1ccc(F)c2ccccc12 | i | -0.23 |
| CCOC(=O)CNC(=O)CSc1nnc(-c2cccc(OC)c2)n1CC | i | -0.05 |
| Cn1c(=O)cc(SCC(=O)NCc2cccnc2)c2ccccc21 | i | 2 |
| CC(C)COC(=O)NC1c2ccccc2Oc2ccccc21 | i | 1 |
| O=S(=O)(c1ccccc1)N1CCC(=NO)CC1 | i | -0.05 |
| COc1ccccc1-c1sc2ccccc2c1-c1ccc2c(c1)OCO2 | i | 1.3 |
| O=S(=O)(c1cnc(Cl)c(Cl)c1)N1CCCc2ccccc21 | i | -4.6* |
| CN(C(=O)c1cccc(NC(=O)c2ccccc2)c1)C1CCCCC1 | i | 1.4 |
| CN1CCN(c2ccc(NC(=S)NC(=O)c3cccc4ccccc34)cc2)CC1 | i | -0.49 |
| O=C(NCCO)C(=O)Nc1cc2c3c(c1)CC(=O)N3CCC2 | i | -2.5 |
| Cc1cccc(N(Cc2cc3cc(C)ccc3[nH]c2=O)C(=O)c2cccs2)c1 | i | 0.12 |
| COC(=O)c1sc(SC)c(-c2ccon2)c1C | i | -0.01 |
| CCOC(=O)c1cc2c(ccn2C)n1Cc1ccc(Cl)cc1 | i | 0.25 |
| O=C(c1ccco1)N1CCN(c2ncnc3c2[nH]c2ccc(Br)cc23)CC1 | i | 1.4 |
| OCCC1CN(Cc2cn[nH]c2C2CCCCC2)CCN1C1CCCCC1 (stereo not drawn) | i | 0.6 |
| COc1ccccc1C1/C(=C(/O)c2ccccc2)C(=O)C(=O)N1CC(C)O (stereo not drawn) | i | 1.4 |
| CCOc1ccc(N(CC(=O)Nc2cccc(OC)c2)S(C)(=O)=O)cc1 | i | -0.52 |
| O=C(Cn1cnc2c(nnn2Cc2ccc(F)cc2)c1=O)NCc1ccccc1 | i | 4.7 |
| O=C(O)C1C2CCC(O2)C1C(=O)Nc1ccccc1Br (stereo not drawn) | i | -0.09 |
| Cc1cccc(-n2nnnc2SC(C)C(=O)NCCC2=CCCCC2)c1 (stereo not drawn) | i | -2 |
| Cc1ccc(-c2cc(C(=O)NCc3cn(C)nc3C)c3cc(Br)ccc3n2)cc1 | i | 0.78 |
| Cc1nc(N2CCN(S(=O)(=O)c3ccccc3C#N)CC2)c2c(-c3cccs3)csc2n1 | i | 0.11 |
| Cc1nnsc1C(=O)Nc1cccc(Cl)c1 | i | -0.42 |
| O=C(CSc1nnc(-c2ccco2)n1-c1ccccc1Cl)Nc1cccc(C(=O)O)c1 | i | 1.3 |
| CCn1c(CNC(=O)c2ccccc2F)nnc1SCC(=O)Nc1nncs1 | i | 0.16 |
| CCN(CC)C(=O)CN(c1cccc(Br)c1)S(C)(=O)=O | i | -0.35 |
| COc1ccc(NC(=O)CS(=O)CC(=O)NC2CCCc3ccccc32)cc1 (stereo not drawn) | i | -0.19 |
| Cc1cc(C(F)F)nn1CC(=O)NCc1ccc(Cl)cc1Cl | i | 0.53 |
| COc1ccc(OC)c(CNc2ccc3c(c2)CCC3)c1 | i | 0.04 |
| CCc1ccc2nc(-c3cccc(C)c3)nc(SCC(=O)NCC3CCCO3)c2c1 (stereo not drawn) | i | -1.4 |
| CCOC(=O)C1CCN(C(=O)C(C)N(c2ccc(Oc3ccccc3)cc2)S(C)(=O)=O)CC1 (stereo not drawn) | i | 0.16 |
| COc1ccc(OCc2cc(C(=O)N3C[C@H]4CC[C@H]3C4)no2)c(Cl)c1 | i | 2.5 |
| CCC(NC(=O)NCc1cccnc1)(C(F)(F)F)C(F)(F)F | i | 2 |
| Cc1nc(-c2ccc(F)cc2)c(CC(=O)N(C)CC(=O)Nc2ccc(F)cc2)s1 | i | 0.55 |
| O=C(NCCNc1ccc([N+](=O)[O-])cc1)c1ccco1 | i | -0.04 |
| CC(=O)Nc1cccc(NS(=O)(=O)c2cn(C)c(=O)n(C)c2=O)c1 | i | -0.57 |
| CN(Cc1ccc2nonc2c1)Cc1nc(CC2CC2)no1 | i | -2.2 |

Continued:
| SMILES | KCNQ2 inh | Kir21 inh |
| --- | --- | --- |
| CC(NC(=S)NNS(=O)(=O)c1cccc([N+](=O)[O-])c1)c1ccccc1 (stereo not drawn) | i | -0.67 |
| COc1ccc(C(=O)Nc2ccc(S(=O)(=O)N3CCCCC3)cc2)cc1OC | i | -0.03 |
| CN(CC(=O)Nc1ccc(F)cc1)C(=O)COc1ccc(C(=O)c2ccccc2)cc1 | i | -0.01 |
| Cc1cc(OC(C)C(=O)NCCCN2CCOCC2)ccc1Cl (stereo not drawn) | i | 0.03 |
| O=C(O)c1cccc(NC(=O)c2ccccc2NC(=O)c2ccco2)c1 | i | -1.2 |
| COc1ccc(N2CCN(C(CNC(C)=O)c3ccc4c(c3)OCO4)CC2)cc1 (stereo not drawn) | i | -1.5 |
